PI4K2A inh: blocks human PI4K2A kinase activity | Q9BTU6 | purified PI4K2A, ADP-Glo luminescence, 1 h; hits give low values | activity change, negative = inhibition, % at 76.9 µM | actives 0.13% (n = 420,000) | AID 1346378; in the data active means activity change below about -50%; inconclusive means mostly about -30% to -49%;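 further: -100% = wells without enzyme as full effect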
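ADP-Glo luminescence measured ADP generated by PI4K2A enzyme (4 ug/mL before mixing) with 1.2 mM PI substrate (pre-mix) and 300 microM ATP (pre-mix). Tris pH7.5 buffer with MgCl2, Triton X-100; 1 h reaction at ambient temperature.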
PGK inhibitor: inhibitors of T. brucei phosphoglycerate kinase. Potency, µM (series often up to 57.5 µM), inactives show at the highest dose activity change, negative = inhibition, actives largely listed as inhibitors. actives 0.043% (n = 380,000). PGK/GAPDH coupled, Kinase-Glo luminescence, 60 min. P07378; further: potency means the concentration at half of the fitted maximal effect; on the % scale 0 is the no-effect control and ±100 the full control effect; nearly all actives have a fitted effect of over 60% in size
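Recombinant glycosomal PGK reaction used 1,3-bisphosphoglycerate generated in-well by GAPDH (100nM final) in 100mM TEA pH 7.6, 5mM MgCl2, 0.01% Tween-20. After 60 minutes at room temperature, ATP was read by Kinase-Glo Plus luminescence end-point.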
TrxR1 substrate: rat thioredoxin reductase 1 substrate activity. actives 0.01% (n = 390,000). purified TrxR1 substrate turnover, NADPH consumption readout. O89049. Potency, µM (series often up to 114 µM), without a hit: at the highest dose activity change, negative = substrate turnover; further: potency means the concentration at half of the fitted maximal effect; on the % scale 0 is the no-effect control and ±100 the full control effect; nearly all actives have a fitted effect of over 50% in size
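Rat TrxR1, dispensed at 90 nM, was prereduced with 400 uM NADPH (final) for 5 min at ~22 deg C, then incubated with compound 15 min before 400 uM selenite. A first-read NADPH fluorescence drop versus no-compound background flagged substrates.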
USP1-UAF1 inh: blocks the human USP1/UAF1 deubiquitinase complex; O94782; recombinant USP1/UAF1, Ub-Rhodamine cleavage fluorescence; Potency, µM (series often up to 57.1 µM), for inactives: at the highest dose activity change, negative = inhibition, actives largely listed as inhibitors; actives 0.23% (n = 390,000); AID 743255; further: potency means the concentration at half of the fitted maximal effect; on the % scale 0 is the no-effect control and ±100 the full control effect; nearly all actives have a fitted effect of over 60% in size; inactives centre near -12
Target sequence (O94782 whole entry, looked up): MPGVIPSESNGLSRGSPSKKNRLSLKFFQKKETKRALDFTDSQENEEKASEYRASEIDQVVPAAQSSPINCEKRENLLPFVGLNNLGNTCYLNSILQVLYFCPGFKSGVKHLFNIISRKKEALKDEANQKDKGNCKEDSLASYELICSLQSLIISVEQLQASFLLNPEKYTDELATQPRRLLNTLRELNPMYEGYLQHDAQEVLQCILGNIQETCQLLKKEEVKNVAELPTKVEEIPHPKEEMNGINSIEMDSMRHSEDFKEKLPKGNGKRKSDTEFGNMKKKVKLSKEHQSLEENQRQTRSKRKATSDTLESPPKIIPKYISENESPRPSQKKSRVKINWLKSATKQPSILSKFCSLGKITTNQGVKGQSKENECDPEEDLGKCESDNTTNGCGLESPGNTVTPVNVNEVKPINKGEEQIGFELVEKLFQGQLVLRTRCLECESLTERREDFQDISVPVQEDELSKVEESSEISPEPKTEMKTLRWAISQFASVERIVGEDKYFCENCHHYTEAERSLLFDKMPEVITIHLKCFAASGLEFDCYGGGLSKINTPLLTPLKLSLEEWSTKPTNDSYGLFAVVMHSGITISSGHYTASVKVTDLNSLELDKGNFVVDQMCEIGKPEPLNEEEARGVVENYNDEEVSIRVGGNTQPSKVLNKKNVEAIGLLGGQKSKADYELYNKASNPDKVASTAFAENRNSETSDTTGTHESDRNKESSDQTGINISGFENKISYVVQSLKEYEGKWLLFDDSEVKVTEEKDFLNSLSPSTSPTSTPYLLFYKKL
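USP1/UAF1 complex at 1 nM was preincubated with compound for 15 min at room temperature, then Ub-Rho substrate (150nM final) was added. Fluorescence (480/540 nm) was read kinetically, 6 reads every 60 seconds.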
mIDH1 inhibitor: inhibitors of human mutant IDH1 R132H. actives 0.093% (n = 390,000). Potency, µM (doses to about 76.6 µM), for inactives: at the highest dose activity change, negative = inhibition, hits mostly inhibitors. IDH1-R132H enzyme, NADPH consumption, diaphorase/resazurin fluorescence. O75874; further: potency means the concentration at half of the fitted maximal effect; on the % scale 0 is the no-effect control and ±100 the full control effect; nearly all actives have a fitted effect of over 65% in size
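IDH1-R132H (0.5 ug/mL) preincubated 30 min with compound, then NADPH (0.016 mM) and alpha-KG (2 mM) added; 80 min at RT, pH 7.5. Remaining NADPH coupled via diaphorase/resazurin to fluorescence (540/590 nm); concentration-response curves normalized to no-enzyme control.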
TrxR1 inh: blocks rat thioredoxin reductase 1; O89049; recombinant rTrxR1, NADPH fluorescence consumption, selenite substrate; Potency, µM (series often up to 114 µM), without a hit: at the top dose activity change, negative = inhibition, actives largely listed as inhibitors; AID 588453; actives 1% (n = 390,000); further: potency means the concentration at half of the fitted maximal effect; on the % scale 0 is the no-effect control and ±100 the full control effect; nearly all actives have a fitted effect of over 65% in size
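Rat TrxR1 (90 nM in the dispensed reagent) was pre-reduced with 400 uM NADPH for 5 min at room temperature, then incubated with compound for 15 min. After 400 uM selenite was added, NADPH fluorescence (Ex 340/Em 450 nm) was followed for 8 min.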
Pin1 inh: human Pin1 inhibition | actives 0.009% (n = 390,000) | Potency, µM (doses to about 115 µM), without a hit: at the highest dose activity, negative = inhibition, usual class: inhibitors | Pin1 FP peptide displacement, HiFluor488, 10 min | Q13526; active means well fitted inhibition curve with a large enough effect in the polarisation, with a control signal flat, not every such curve was filed as active; inconclusive means small, poorly fitted or top-dose-only effect, or effect the other way, or a change in a side signal; inactive means no such curve, though single readings can be large or run the other way; the % refers to the polarisation; further: potency means the concentration at half of the fitted maximal effect; on the % scale 0 is the no-effect control and ±100 the full control effect
HP1b chromo inh: inhibitors of HP1-beta chromodomain binding to methylated histone tails | P83916 | AlphaScreen HP1-beta / biotin-H3K9me3 peptide binding | Potency, µM (titrated, usually from 114 µM), without a hit: at the top dose activity change, negative = inhibition, usual class: inhibitors | actives 0.56% (n = 390,000); further: potency means the concentration at half of the fitted maximal effect; nearly all actives have a fitted effect of over 70% in size; inactives centre near 23
Target sequence (P83916 whole entry, looked up): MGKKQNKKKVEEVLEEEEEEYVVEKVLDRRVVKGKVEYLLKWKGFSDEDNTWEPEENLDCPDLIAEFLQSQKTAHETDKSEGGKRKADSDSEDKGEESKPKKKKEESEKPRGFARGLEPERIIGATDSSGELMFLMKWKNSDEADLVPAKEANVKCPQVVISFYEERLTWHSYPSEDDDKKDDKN
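Compound inhibition of the preformed complex between 50 nM HP1-beta and 50 nM biotinylated H3K9me3 peptide was read by AlphaScreen. Buffer was PBS pH 7.4 with 0.01% Tween-20. Incubations ran 30 min at room temperature, with 10 ug/mL donor/acceptor beads.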
GLS inhibitor: blocks human kidney-isoform glutaminase activity; O94925; actives 0.21% (n = 410,000); Potency, µM (series often up to 45.5 µM), for inactives: at the highest dose activity change, negative = inhibition, most hits filed as inhibitors; GLS enzymatic activity, qHTS titration; further: potency means the concentration at half of the fitted maximal effect; on the % scale 0 is the no-effect control and ±100 the full control effect
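Coupled fluorescence readout: glutamate oxidase/HRP/Amplex Red detect glutamate formed by hKGA from L-glutamine (1 mM solution added). Buffer 45 mM KH2PO4 pH 8.2, 0.02% Tween-20; reads at t0 and 30 min RT.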
Active calls of the source: *; i = inactive; ? = inconclusive; & = joins results of further samples; [ ] = remark or other dose. Unless noted, the call rests on the fitted dose curve; in most records, active means well fitted curve in the direction sought with a large enough effect; inconclusive means small, poorly fitted or top-dose-only effect, or another doubt; inactive means no such curve, though single readings can be large; an effect the other way counts as inactive or inconclusive. A portion of the library; count on the stated rates, not on these rows.

SMILES	PI4K2A inh	PGK inhibitor	TrxR1 substrate	USP1-UAF1 inh	mIDH1 inhibitor	TrxR1 inh	Pin1 inh	HP1b chromo inh	GLS inhibitor
CC(C)(CNC(=O)c1cc2c(s1)CCCC2)N1CCOCC1	2	-6%	-1%	4%	1%	16%	-9%	18%	8%
CCC(C(=O)Nc1cc(F)ccc1F)n1nc(C)c2c(C)n(-c3ccc(C)cc3)nc2c1=O (centres undefined)	-1&-3	1%&-1%	2%&5%	-24%&-15%	6%&2%	8%&28%	10%&3%	22%&16%	-1%&-9%
CCCCCOc1ccc(C(=O)N(Cc2ccccc2)C2CCS(=O)(=O)C2)cc1 (centres undefined)	0	i	-10%[57.1 µM]	?	-10%	-4%[57.1 µM]	-1%	30%	3%
CC1CCN(CCCNS(=O)(=O)c2ccc3c(c2)CCN3C(=O)C2CC2)CC1	4	-1%	3%	-19%	4%	20%	-6%	6%[57 µM]	-12%
O=C(CNc1ccccc1)N/N=C/c1c[nH]c2ccccc12	2	-5%	0%	-23%	-10%	14%	0%	6%	16%
Cc1nc(-c2ccc3c(c2)OCO3)cs1	-1	2%	-7%	-4%	4%	-2%	2%	24%	-3%
C#Cc1ccc([C@H]2C=C(C(=O)OCC=C)O[C@@H](OCc3ccc(CO)cc3)C2)cc1	-6	-3%	3%	-23%	-14%	5%	?	-4%	3%
COc1ccc(-c2cc3cc(F)ccc3cn2)cc1	0	5%	9%	?	-1%	-1%	3%	35%	-1%
Cc1ccccc1-n1c(SC(C)C(=O)NCC2CCCO2)nnc1-c1ccncc1 (centres undefined)	1	1%	4%[57.1 µM]	-11%	-9%	7%[57.1 µM]	0%	29%	14%
Cc1ccc(N(CC(=O)NC2CCCC2)C(=O)Cn2nnc(-c3ccccc3F)n2)cc1	-2	2%	-3%	-4%	6%	18%	10%	16%	1%
COc1ccc(N2C(=O)CC(N3CCCCC3)C2=O)cc1 (centres undefined)	0	-9%	12%[0.0914 µM]	-11%	14%	?	0%	57%[activator]	1%
Cc1ccc(CN2CCN(/N=C/C=C/c3ccccc3[N+](=O)[O-])CC2)cc1	3	8%	-1%[57.1 µM]	-17%	2%	6%[57.1 µM]	-2%	18µM*	11%
Cc1ccc(C(=O)C(c2ccccc2)N2Cc3ccccc3C2=N)cc1 (centres undefined)	-2	-5%	54%[activator]	-14%	6%	-1%	25%	?	-1%
COc1ccc(-c2nnnn2C(C)C)cc1S(=O)(=O)Nc1ccccc1	4	-8%	7%	-17%	-1%	32%	-8%	4%	-1%
COc1cc(C(=O)NCc2nc3cccnc3n2Cc2ccc(C)cc2)cc(OC)c1OC	-3	-5%	2%[57.1 µM]	-13%	7%	19%[57.1 µM]	15%	28%[57 µM]	5%
COc1ccc(CCNS(=O)(=O)c2ccc(S(=O)(=O)N3CCCC3)cc2)cc1OC	-2	0%	-6%	?	2%	4%	5%	43%[activator]	-4%
COc1cc(/C=C2\C(=O)NN(c3ccc(C)cc3)C2=O)cc([N+](=O)[O-])c1O	-5	-13%	-21%[57.1 µM]	-24%	21%	?	?	?	-22%
COc1ccc(C(=O)NNC(=O)C(=O)Nc2ccc(C)cc2)cc1	11	19%	-3%	-5%	-5%	9%	-16%	31%[activator]	8%
O=C(OC(C(=O)Nc1ccc([N+](=O)[O-])cc1Br)c1ccccc1)c1ccccc1 (centres undefined)	-2	7%	2%[57.1 µM]	-11%	-5%	10%[57.1 µM]	13%	-18%	-1%
COC(=O)c1ccc(CC(=O)c2nc3ccccc3s2)cc1	-4	0%	-10%	-19%	-9%	-3%[57.1 µM]	35%[activator]	-5%	-12%
CSc1nc(C(=O)N2CCc3c([nH]c4ccccc34)C2c2ccccn2)cs1 (centres undefined)	4	-10%	4%[57.1 µM]	-8%	2%	9%	-4%	-19%	-17%
COC(=O)c1ccccc1-c1ccc(C=O)o1	3	4%	-8%	-1%	0%	-18%	6%	27%	4%
O=S1(=O)N=C(Nc2ccc(N3CCOCC3)c(Cl)c2)c2ccccc21	0	4%	2%[57.1 µM]	-7%	23%	6%[57.1 µM]	-3%	19%	9%
CCOc1ccc(N2CC(C(=O)Nc3ncccc3C)CC2=O)cc1 (centres undefined)	-2	0%	-4%	-17%	0%	-6%	-2%	33%	-1%
C=CCn1c(Cc2cccs2)nnc1SCC(=O)Nc1cccc(OC)c1	-1	-8%	1%	1%	3%	22%	-9%	12%	1%

Carrying on:
SMILES	PI4K2A inh	PGK inhibitor	TrxR1 substrate	USP1-UAF1 inh	mIDH1 inhibitor	TrxR1 inh	Pin1 inh	HP1b chromo inh	GLS inhibitor
CCCOc1ccc(N2C(=O)CC(N(CCc3ccc(OC)cc3)C(=O)/C=C/C(=O)O)C2=O)cc1 (centres undefined)	1	1%	5%[57.1 µM]	-15%	14%	18%[57.1 µM]	-8%	9%	2%
COc1ccc(-c2nnc(SC3CCOC3=O)n2C2CCCCC2)cc1OC (centres undefined)	1	-3%	4%[11.4 µM]	-12%	4%	-11%[11.4 µM]	0%	34%[activator]	-4%
COc1ccc(CCNC(=O)C2CCN(c3nccc(C)n3)CC2)cc1	-7	-1%	16%	-17%	0%	23%	2%	29%	-7%
CCC(Cc1ccccc1)NC(=O)Cn1nc(C)n2c(cc3occc32)c1=O (centres undefined)	-2	-2%	-8%	-9%	10%	-16%	3%	19%	-11%
COc1ccc(OCCOCC(O)CN2CCOCC2)cc1 (centres undefined)	-1	-8%	3%	-12%	9%	1%	0%	45%[activator]	7%
O=C1C(Cc2ccccc2)C(c2ccccc2)N1c1ccccc1 (centres undefined)	1	-8%	0%	-15%	5%	2%	0%	81%[activator]	-5%
Cc1cc(C)c2cc(C=O)c(Cl)nc2c1	12	-1%	13%	-24%	-2%	-5%	4%	43%[activator]	4%
CCCCN([C@H](CO)C(C)C)S(=O)(=O)c1ccccc1Br	-6	i	0%	-32%	7%	12%	-4%	60%[activator]	-7%
COC(=O)C(C)n1cnc2c(cnn2-c2ccc(Cl)cc2)c1=O (centres undefined)	-9	-9%	-1%	-4%	4%	5%	-3%	20%	1%
Cc1cc(C(=O)CN2C(=O)C(=O)N(Cc3ccco3)C2=O)c(C)n1CCc1ccc(F)cc1	-1	-3%	2%	-28%	-7%	19%	8%	14%	0%
COc1ccc(C(=O)NCC(=O)NCC(=O)OCC(=O)c2ccc(C)cc2)cc1	8	i	-12%	-5%	7%	-19%	-6%	21%	4%
COc1ccc(NC(=O)Cn2c(=O)n(-c3ccc(Cl)cc3)c(=O)c3c(C)c(C(=O)N(C)C)sc32)cc1Cl	-1	-2%	-7%[57.1 µM]	-1%	-21%	-1%[57.1 µM]	1%	27%	0%
C/C(=N\Nc1ccc(S(=O)(=O)Nc2ccc(Cl)cc2)cc1[N+](=O)[O-])c1ccc(N2CCOCC2)cc1	-2	-3%	-8%	-4%	3%	0%	0%	?	0%
CCc1ccccc1NC(=O)C1C(c2ccccc2)C1(Cl)Cl (centres undefined)	0	0%	-12%	-19%	20%	-2%	1%	76%[activator]	21%
COc1cc(/C=C2/SC(=S)N(CC(=O)Nc3cccnc3)C2=O)cc(OC)c1OC	-11	i	-12%	-23%	-2%	-9%	25%	8%	-3%
O=C(COC(=O)Cn1cc(C(F)(F)F)ccc1=O)Nc1ccccc1	2	i	-6%	-25%	7%	-17%	1%	58%[activator]	-4%
COc1ccc(NC(=O)C2CCCN2C(=O)NCc2ccccc2)cc1OC (centres undefined)	-1	-5%	5%[57.1 µM]	-5%	-7%	22%[57.1 µM]	-3%	23%	6%
CCOC(=O)c1c(NC(=O)CSc2nnnn2-c2ccc3c(c2)OCCO3)sc(C)c1C	2	-10%	1%	-9%	1%	2%	?	15%	2%
CCc1ccc(CN(Cc2cn[nH]c2-c2ccc(OC)cc2)C(=O)Nc2ccc(Br)cc2)cc1	3	i	-11%	-23%	-8%	2%	6%	46%[activator]	3%
CCCCn1c(O)c(/C=C/C=C/C=Nc2ccccc2)sc1=S	-6	-9%	3%[57.1 µM]	?	-14%	-53%	28%	3.2µM*	-22%
O=C(O)c1ccc(NN=CC2=C(N3CCOCC3)/C(=C/c3ccccc3)CC2)cc1	-25	-16%	-10%	?	-20%	?	?	?	-2%
COc1ccc(OC)c(CCNC(=O)c2cc3c(s2)-c2c(C)cccc2OC3)c1	-8	-8%	148%[activator]	-5%	-12%	93%[activator]	?	68%[activator]	7%
COc1cccc(N2CCN(C(=O)C3CCC(CNS(=O)(=O)c4ccc(Br)s4)CC3)CC2)c1 (centres undefined)	0	-2%	-20%	-19%	-9%	-25%	11%	13%	6%

One compound at a time, from the list above:
COc1ccc(C(=O)NCC(=O)NCC(=O)OCC(=O)c2ccc(C)cc2)cc1 in the list: PI4K2A inh: 8; PGK inhibitor: i; TrxR1 substrate: -12%; USP1-UAF1 inh: -5%; mIDH1 inhibitor: 7%; TrxR1 inh: -19%; Pin1 inh: -6%; HP1b chromo inh: 21%; GLS inhibitor: 4%
COC(=O)C(C)n1cnc2c(cnn2-c2ccc(Cl)cc2)c1=O (centres undefined) in the list: PI4K2A inh: -9; PGK inhibitor: -9%; TrxR1 substrate: -1%; USP1-UAF1 inh: -4%; mIDH1 inhibitor: 4%; TrxR1 inh: 5%; Pin1 inh: -3%; HP1b chromo inh: 20%; GLS inhibitor: 1%
